High-throughput results deposited in PubChem BioAssay by National Center for Advancing Translational Sciences (NCATS).
Pin1 inh: human Pin1 inhibition | hit rate 0.009% among 390,000 | AID 504891 | Pin1 FP peptide displacement, HiFluor488, 10 min | Q13526 | Potency, µM (titrated, usually from 115 µM), without a hit: at the highest dose activity, negative = inhibition, actives largely listed as inhibitors; active = well fitted inhibition curve with a large enough effect in the polarisation, with a control signal flat, not every such curve was filed as active; inconclusive = small, poorly fitted or top-dose-only effect, or effect the other way, or a change in a side signal; inactive = no such curve, though single readings can be large or run the other way; the % refers to the polarisation; note: % is set by controls: 0 for no effect and ±100 for the full control effect
Target sequence (Q13526 whole entry, looked up): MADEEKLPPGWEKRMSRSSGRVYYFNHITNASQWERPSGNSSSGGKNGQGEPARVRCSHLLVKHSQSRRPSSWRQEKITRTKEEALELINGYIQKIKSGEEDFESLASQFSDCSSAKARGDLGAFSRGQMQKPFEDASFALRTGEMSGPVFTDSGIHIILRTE
PGK inhibitor: T. brucei PGK inhibition; Potency, µM (series often up to 57.5 µM), for the others: top-dose activity change, negative = inhibition, usual class: inhibitors; PGK/GAPDH coupled, Kinase-Glo luminescence, 60 min; hit rate 0.043% among 380,000; AID 602233; P07378; note: % is set by controls: 0 for no effect and ±100 for the full control effect; nearly all actives have a fitted effect of over 60% in size
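Recombinant glycosomal PGK reaction used 1,3-bisphosphoglycerate generated in-well by GAPDH (100nM final) in 100mM TEA pH 7.6, 5mM MgCl2, 0.01% Tween-20. After 60 minutes at room temperature, ATP was read by Kinase-Glo Plus luminescence end-point.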
HP1b chromo inh: HP1-beta chromodomain-methylated histone interaction inhibition; P83916; AlphaScreen HP1-beta / biotin-H3K9me3 peptide binding; Potency, µM (doses to about 114 µM), for inactives: at the highest dose activity change, negative = inhibition, most hits filed as inhibitors; hit rate 0.56% among 390,000; AID 540317; note: nearly all actives have a fitted effect of over 70% in size; inactives centre near 23
Target sequence (P83916 whole entry, looked up): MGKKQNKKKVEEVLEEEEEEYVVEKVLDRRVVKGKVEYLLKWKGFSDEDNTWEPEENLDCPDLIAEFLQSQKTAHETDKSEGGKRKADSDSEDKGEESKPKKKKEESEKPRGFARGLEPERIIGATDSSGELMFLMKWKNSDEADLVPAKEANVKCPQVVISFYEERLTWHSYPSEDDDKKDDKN
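HP1-beta protein (50 nM final) preincubated 30 min at room temperature with biotinylated H3(1-18)K9me3 peptide (50 nM) in PBS pH 7.4, 0.01% Tween-20, then compound added for 30 min. AlphaScreen streptavidin donor/nickel chelate acceptor beads (10 ug/mL final), 30 min dark, luminescence read.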
BLM inh: blocks DNA unwinding by human BLM helicase; hit rate 0.2% among 350,000; P54132; recombinant BLM DNA unwinding, fluorescence dequenching; Potency, µM (doses to about 56.1 µM), for the others: top-dose activity change, negative = inhibition, usual class: inhibitors; AID 2528;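 note: plate controls were vehicle for no effect and no enzyme for full effect; nearly all actives have a fitted effect of over 35% in size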
G9a block: G9a (human) methyltransferase inhibition; G9a H3K9 monomethylation, AlphaScreen, 2 h; Potency, µM (series often up to 102 µM), inactives show at the top dose activity, negative = inhibition, actives largely listed as inhibitors; hit rate 8.8% among 350,000; AID 504332; note: % is set by controls: 0 for no effect and ±100 for the full control effect; nearly all actives have a fitted effect of over 75% in size
Target sequence (Q96KQ7 913-1193 limits assumed): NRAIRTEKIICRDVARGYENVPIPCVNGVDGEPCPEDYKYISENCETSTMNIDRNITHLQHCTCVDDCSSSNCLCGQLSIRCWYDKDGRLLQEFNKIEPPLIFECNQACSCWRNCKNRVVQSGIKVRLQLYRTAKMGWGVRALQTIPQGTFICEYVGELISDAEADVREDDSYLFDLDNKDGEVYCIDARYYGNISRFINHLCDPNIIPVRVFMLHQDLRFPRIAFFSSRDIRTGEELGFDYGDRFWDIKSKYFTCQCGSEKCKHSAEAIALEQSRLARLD
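Quantitative HTS format: methyltransferase activity on a biotin-tagged H3K9 peptide is measured by AlphaScreen, using a rabbit anti-monomethyl-H3K9 antibody with streptavidin donor and anti-IgG acceptor beads. Final levels are 20 nM enzyme, 500 nM peptide, 20 uM SAM; 2 h RT.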
BAZ2B block: inhibitors of human BAZ2B bromodomain. Potency, µM (titrated, usually from 114 µM), for inactives: top-dose activity change, negative = inhibition, hits mostly inhibitors. Q9UIF8. AlphaScreen BAZ2B-H3K14Ac peptide displacement. hit rate 4.4% among 360,000; note: % is set by controls: 0 for no effect and ±100 for the full control effect; nearly all actives have a fitted effect of over 60% in size
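AlphaScreen displacement of biotin-H3(5-23)K14Ac peptide (50 nM final) from BAZ2B (50 nM final) in PBS pH 7.4, 0.01% Tween-20; complex preformed 30 min RT, then compounds (top 110 uM) 30 min RT, beads 20 min dark.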
GLS inh: blocks human kidney-isoform glutaminase activity; O94925; GLS enzymatic activity, qHTS titration; Potency, µM (titrated, usually from 45.5 µM), for inactives: top-dose activity change, negative = inhibition, actives largely listed as inhibitors; hit rate 0.21% among 410,000; AID 624170; note: % is set by controls: 0 for no effect and ±100 for the full control effect
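Human kidney-isoform GLS in 45 mM KH2PO4 pH 8.2, 0.02% Tween-20, with compound, started with 1mM L-Glutamine (added stock). Glutamate oxidase/HRP/Amplex red coupled fluorescence read at start and after 30 min at RT.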
JMJD2A Tudor: JMJD2A Tudor domain (human) inhibition; hit rate 4.4% among 390,000; AlphaScreen JMJD2A-Tudor / H3K4me3 peptide binding; AID 504339; Potency, µM (highest dose often 114 µM), for the others: at the top dose activity change, negative = inhibition, actives largely listed as inhibitors; note: % is set by controls: 0 for no effect and ±100 for the full control effect; nearly all actives have a fitted effect of over 50% in size
POLI inh: DNA polymerase iota (human) inhibition | Q9UNA4 | Pol iota fluorescent replication assay, 10 min | Potency, µM (series often up to 115 µM), inactives show top-dose activity, negative = inhibition, usual class: inhibitors | hit rate 1% among 390,000 | AID 588590
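Pol iota at 10 nM preincubated 15 min with compounds at room temperature; reaction started with fluorescent substrate, 50 nM final. Fluorescence read kinetically at 0 and 10 min; buffer-only wells as negative control.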
Starred values were filed as active, the others as inactive; i = inactive; ? = inconclusive; . = not tested or not shown; [ ] = another dose, or the depositor's remark. Unless noted, calls come from the whole dose curve; as a rule, active = well fitted curve in the direction sought with a large enough effect; inconclusive = small, poorly fitted or top-dose-only effect, or another doubt; inactive = no such curve, though single readings can be large; an effect the other way counts as inactive or inconclusive. Potency is the fitted concentration of half-maximal effect.

SMILES	Pin1 inh	PGK inhibitor	HP1b chromo inh	BLM inh	G9a block	BAZ2B block	GLS inh	JMJD2A Tudor	POLI inh
COc1ccc(-c2nn(-c3ccccc3)cc2/C=C(\C#N)C(N)=O)cc1[N+](=O)[O-]	15%	5%	6%	-12%	18%[59 µM]	-13%	2%	-8%[11.4 µM]	33%[activator]
CC(C)(C)NC(=O)NC(=O)COC(=O)Cc1c(F)cccc1Cl	-8%	-9%	11%	-7%	7%	-17%	4%	-16%	166%[activator]
Cc1ccc(S(=O)(=O)c2nc(S(C)(=O)=O)sc2N2CCCCC2C)cc1 (stereo unspecified)	-3%	5%	52%[activator]	-6%	.	-5%	12%	-21%	-14%
CC(=O)NCCC(=O)NCc1ccc(F)cc1	5%	-1%	50%[activator]	0%	1%[12.7 µM]	2%	-14%	6%	4%
Cc1ccc(Cc2nc3ccccc3nc2SCC(=O)Nc2cccc(C(F)(F)F)c2)cc1	3%	-4%	24%[57 µM]	-2%	-1%[59 µM]	-2%	-4%	-13%	20%
Cc1ccc(N(C(C)C(=O)N2CCCC2)S(C)(=O)=O)cc1 (stereo unspecified)	-9%	i	23%	3%	.	39%[activator]	2%	-16%	69%[activator]
O=C1CC(N2CCN(c3ccc(F)cc3)CC2)C(=O)N1Cc1ccc(N2CCCC2=O)cc1 (stereo unspecified)	-4%	-7%	25%	0%	11%[59 µM]	0%	25%	-12%	30%
Cc1nc2nc(Cc3ccccc3)[nH]n2c(=O)c1Cl	-4%	-2%	19%	6%	-35%[12.7 µM]	11%	11%	-14%	-1%
COc1ccc(C(=O)CSc2nnc(Cn3nnc4ccccc43)n2C)cc1	-5%	-8%	6%	3%	?	-16%	-10%	-14%	?
Cc1nn(C)cc1CN1CCCC(C(=O)c2ccc(-c3ccccc3)c(F)c2)C1 (stereo unspecified)	-5%	-2%	-24%	0%	?	-39%	-19%	?	-10%
CN(C(=O)CCCN1CCCC1=O)C1CCCN(Cc2ccccc2F)C1 (stereo unspecified)	-6%	-1%	10%	-1%	21%	1%	4%	-13%	17%
CCC(NC(=O)CCc1c(C)c2cc3c(-c4ccccc4)coc3cc2oc1=O)C(=O)O (stereo unspecified)	?	-12%	11%	2%	-8%	-3%	2%	-16%	13%
O=C(O)c1cc(-c2ccc(Cl)cc2)n(-c2ccc(Cl)cc2)n1	-5%	-5%	19%	-2%	?	-15%	1%	-3%	-12%
CCC(=O)Nc1c2c(nc3c1CCC3)CCCC2	-4%	-4%	22%	0%	-1%[12.7 µM]	-10%	2%	7%	20%
Cn1nc(-c2ccc(Cl)cc2)cc1NC(=O)CCCC(=O)O	-1%	i	55%[activator]	-3%	.	4%	-7%	4%	-14%
O=C1CC(C(=O)O)C(c2ccccc2)c2ccccc21 (stereo unspecified)	-11%	1%	10%[57 µM]	.	.	.	12%	-3%	3%
Cc1ccc(NS(=O)(=O)c2cc(C(=O)N3CCc4ccccc4C3)ccc2Cl)cc1	-1%	i	12%	-10%	-24%	-26%	-2%	-20%	4%
CCN(CC)S(=O)(=O)c1cc(C(=O)NC2CCCCC2)ccc1C	-1%	29%	40%[activator]	-3%	-10%[59 µM]	24%	3%	-3%	7%
Clc1ccc(-n2ncc3c(NCc4cccnc4)ncnc32)cc1Cl	0%	-2%	69%[activator]	-2%	9%[59 µM]	-11%	1%	-14%	16%
COc1ccc(-c2nc(CN3CCCCC3CCc3ccccn3)c(C)o2)cc1 (stereo unspecified)	10%	6%	14%	4%	?	?	12%	-18%	57%[activator]
CCOC(=O)N1CCN(C(=O)CSCC(=O)N=c2sc3ccccc3n2C)CC1	-2%	i	22%	6%	-2%[59 µM]	2%	3%	-20%	9%
Cc1ccc(Nc2nc(-c3ccccc3)c(CC(=O)O)s2)cc1	?	-5%	-23%	-4%	45µM*	-27%	0%	2%[11.4 µM]	37%[activator]
O=C(CCCN1C(=O)c2ccccc2C1=O)NCC1CCCO1 (stereo unspecified)	-6%	i	-16%	1%	-5%	6%	-7%	-20%	-11%
CNC(=O)Cn1c(C)cc(=O)c2cccc(OC)c21	1%	7%	16%	1%	8%	-1%	4%	6%	6%[58.9 µM]
Cc1ccc2c(C)c(C(=O)Nc3nnc(C)s3)oc2c1	4%	1%	42%	0%	39%	10%	0%	-6%	3%
Cc1cc(NC(=O)CCC(=O)N(CC(=O)NCC2CCCO2)c2ccc3c(c2)OCCO3)no1 (stereo unspecified)	-2%	-2%	33%	1%	-1%[59 µM]	-2%	-2%	8%	-1%
O=[N+]([O-])c1ccccc1OCCOc1ccccc1[N+](=O)[O-]	0%	-7%	0%	0%	.	7%	5%	-9%	142%[activator]
Cc1cc(Cl)ccc1OCCCC(=O)NCCCn1ccnc1	-4%	-7%	35%	-3%	-7%	?	0%	-4%	-13%
COc1ccc(N2CC(C(=O)N[C@@H](C)C(=O)N3CCCCC3)CC2=O)cc1 (stereo partly specified)	2%	-3%	71%[activator]	2%	14%	1%	-8%	4%	5%
CCNC(=S)N/N=C/c1cccc(OCc2c(F)cccc2Cl)c1	8%	-1%	20%	1%	-1%[59 µM]	-11%	8%	-34%	19%
Cc1ccc(OCC(=O)Nc2nc(C)c(Cl)cc2Cl)c([N+](=O)[O-])n1	-4%	i	45%[activator]	.	-7%[12.7 µM]	-1%	-4%	-6%	20%
C[C@]12CC[C@H](O)CC1=CCC1C2CC[C@@]2(C)C1CC[C@@H]2NC(=O)[C@@H](N)CO (stereo partly specified)	3%	-3%	37%[activator]	.	.	.	0%	-6%	-6%
O=C(O)CCCC(=O)Nc1cccc(C(F)(F)F)c1	-14%	3%	-3%	-2%	-6%[59 µM]	3%	-2%	6%[11.4 µM]	?
COc1ccc(-n2c(=O)c3c4c(sc3n(CC(=O)C(C)(C)C)c2=O)CCCC4)c(OC)c1	55%[activator]	i	10%	-5%	?	-21%	8%	-28%	13%
COc1cccc(-c2cc(C(=O)Nc3cc(OC)c(OC)c(OC)c3)no2)c1	1%	-6%	18%	-11%	0%[12.7 µM]	-23%	6%	-23%	3%
Cc1nc(C)c(C(=O)Nc2nc3c(C)cccc3s2)o1	?	i	?	-20%	14µM*	35µM*	-15%	35µM*	?
O=C(CSc1cccc[n+]1[O-])N1CCc2ccccc21	-9%	-2%	32%	-10%	56µM*	0%	1%	-2%	-2%
CCC(=O)c1ccc(OCC(=O)N(CC)CC(=O)Nc2ccccc2OC)cc1	3%	-1%	18%	.	-21%[12.7 µM]	-5%	7%	-14%	15%
C[C@H](CO)N1C[C@H](C)[C@@H](CN(C)S(=O)(=O)c2ccccc2)Oc2c(NC(=O)c3ccncc3)cccc2C1=O	2%	-1%	86%[activator]	.	.	.	0%	-13%	10%
O=C(O)c1ccc(NCc2ccc3c(c2)OCO3)cc1	3%	-1%	57%[activator]	-1%	7%	3%	45%[activator]	4%	-7%
Cc1cccc(C(=O)Nc2cccc(C(=O)OCc3cc(=O)n4nc(C5CC5)sc4n3)c2)c1	2%	-5%	28%	-5%	0%[12.7 µM]	-2%	3%	7%	35%[activator]
CSCCC(NC(=O)c1ccc(Cl)cc1Cl)C(=O)NCc1ccncc1 (stereo unspecified)	-1%	-5%	23%	.	-34%	-26%	-14%	-2%	-1%
CCN(C(=O)COC(=O)c1cc(-c2cccs2)nc2ccccc12)C1CCS(=O)(=O)C1 (stereo unspecified)	-2%	-3%	47%[activator]	-3%	25%	4%	0%	6%	-28%
Fc1ccc(N/N=C/c2cccnc2)c(F)c1	-2%	-7%	18%	-8%	32µM*	-26%	11%	-24%	42%[activator]
Cc1cc(C)c(OCC(=O)NCC2COc3ccccc3O2)c(C)c1 (stereo unspecified)	-1%	-1%	79%[activator]	.	11%[2.33 µM]	9%	4%	27%	36%[activator]
CC(/C=N/NC(=O)c1nnn(-c2nonc2N)c1CN1CCCCC1)c1ccccc1 (stereo unspecified)	3%	-10%	21%	.	.	.	1%	-27%	5%
CC(=O)N1CCCc2cc(S(=O)(=O)N(C)CC(=O)Nc3ccc(C)cc3C)ccc21	-5%	-8%	18%[57 µM]	-1%	11%[59 µM]	2%	6%	-16%	22%
Cc1ccc(C)c(NC(=O)CN(C)C(=O)c2cccc(N3C(=O)CCC3=O)c2)c1	-1%	i	3%	.	40µM*	-4%	-4%	-6%	27%
COc1ccc(/C(O)=C2\C(=O)C(=O)N(c3cc(C)on3)C2c2cccc(OC)c2OC)cc1C (stereo unspecified)	-2%	4%	40%[activator]	-1%	50µM*	?	5%	-4%	-1%
COc1ccc(CCNC(=O)CCCc2ccccc2)cc1	4%	-1%	36%	-2%	5%[0.501 µM]	8%	4%	-10%	19%

Remaining list, next part.
SMILES	Pin1 inh	PGK inhibitor	HP1b chromo inh	BLM inh	G9a block	BAZ2B block	GLS inh	JMJD2A Tudor	POLI inh
CC(=O)NCc1nnc2c3ccccc3c(-c3ccccc3)nn12	-1%	1%	36%	-4%	-26%	-18%	-8%	-7%	-7%
COc1ccccc1N1CCN(S(=O)(=O)CCNC(=O)COc2ccc(C(C)C)cc2)CC1	1%	-4%	19%[57 µM]	-6%	-14%[59 µM]	-11%	-2%	-20%	18%
O=C(CSc1nnnn1-c1ccccc1)N1CCc2ccccc21	-3%	-7%	17%	3%	13µM*	11%	2%	-22%	-4%
COC(=O)c1cc2c(C)cc3ccc(C)cn3c-2c1C(=O)OC	?	-7%	-12%	-1%	-22%[2.33 µM]	?	6%	?	4%
Cc1cc2c(cc1S(=O)(=O)NCc1ccc(F)cc1)OCCN2C	2%	0%	35%	0%	?	-34%	3%	-15%	-23%
CCn1c(Cc2ccccc2)nnc1SCC(=O)c1cccc([N+](=O)[O-])c1	1%	-8%	5%	-1%	-21%	-6%[57.1 µM]	1%	-20%	34%[activator]

A portion of the library, so the mix of outcomes need not match the whole.
